HIV peptide binding: inhibitors of HIV fusion peptide binding, primary screen, biochemical, uHTS, fluorescence dequenching (AID 1986); cell-free peptide binding, fluorescence dequenching, 30 min; higher % means a stronger effect; inhibition, % at 20 µM; hits with a dose series show IC50 in µM; 290,000 tested, 0.3% active; in the data active = inhibition mostly above about 52%, no sharp cut-off; inactive = mostly below about 76%; also: some results filed as inactive read as strong as hits
GPR35 arrestin U2OS: inhibition of zaprinast-stimulated GPR35 beta-arrestin translocation – imaging, U2OS, beta-arrestin-GFP, zaprinast agonist, primary screen (AID 2058); 290,000 tested, 0.052% active; U2OS GPR35 beta-arrestin-GFP translocation imaging, zaprinast antagonism; higher % means a stronger effect; one-dose inhibition, % at 10 µM; IC50 in µM for titrated hits;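 active = inhibition of at least 50% with at least 30 cells and total cytoplasm GFP at most 10,000,000; inconclusive = under 30 cells or total GFP of 10,000,000 plus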
SIAH1 antagonists: Siah-1 peptide-binding antagonists, primary screen, biochemical, fluorescence polarization, rhodamine-plectin, uHTS (AID 1817) | displacement, % at 20 µM, or IC50 in µM where a hit was titrated | Siah-1 / rhodamine-plectin peptide fluorescence polarization; higher % means a stronger effect | 290,000 tested, 0.02% active;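 active = displacement of at least 50% at 20 µM, with a fluorescence ratio check between 0.3 and a set limit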;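 also: plate controls were Siah plus tracer with DMSO for no effect and tracer alone without Siah for full effect; strong numbers were not always called active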
PhoP inhibition: inhibitors of PhoP regulon expression, primary screen, Salmonella Typhimurium, GFP reporter (AID 1863) | S. Typhimurium PhoP-regulated promoter GFP reporter, 4 h; higher % means a stronger effect | inhibition, % at 50 µM, or IC50 in µM where a hit was titrated | 300,000 tested, 0.16% active;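 active = inhibition over 29.93%, a cutoff 3 SD above the screen mean, later confirmed by dose response; inconclusive = inhibition over 29.93% but no dose response follow-up; inactive = inhibition at most 29.93% or unconfirmed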;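 also: 0% = low Mg2+ inducing control and 100% = high Mg2+ repressing control; strong numbers were not always called active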
NTR1 ag: NTR1-driven beta-arrestin-GFP spot formation – imaging, U2OS cells, high content, primary screen (AID 493036); 330,000 tested, 0.17% active; activation, % at 20 µM; agonist mode;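 active = activation at or above 40% of the spot to cytoplasm intensity ratio, with at least 20 cells analyzed; inconclusive = wells under 20 cells, flagged as cytotoxic or low count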;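 also: 0% = DMSO without peptide and 100% = 100 nM NTR1 peptide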
Target sequence (P30989 whole entry, looked up): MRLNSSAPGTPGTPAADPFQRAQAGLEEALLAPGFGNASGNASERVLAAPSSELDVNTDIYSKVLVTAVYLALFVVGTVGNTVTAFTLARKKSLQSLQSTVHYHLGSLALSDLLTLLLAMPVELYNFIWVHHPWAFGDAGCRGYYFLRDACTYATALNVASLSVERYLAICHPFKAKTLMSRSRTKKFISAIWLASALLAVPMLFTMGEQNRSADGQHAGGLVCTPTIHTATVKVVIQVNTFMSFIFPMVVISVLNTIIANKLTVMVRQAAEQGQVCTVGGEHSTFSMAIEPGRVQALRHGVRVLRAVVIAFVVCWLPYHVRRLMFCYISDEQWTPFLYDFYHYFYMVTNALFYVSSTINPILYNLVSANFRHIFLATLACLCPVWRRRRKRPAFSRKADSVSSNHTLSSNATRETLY
GPR55 LPI antagonism: inhibition of LPI-stimulated GPR55 beta-arrestin translocation – imaging, U2OS, beta-arrestin-GFP, LPI agonist, primary screen (AID 2013) | U2OS GPR55 beta-arrestin-GFP translocation imaging, LPI antagonism; higher % means a stronger effect | 290,000 tested, 0.13% active | one-dose inhibition, % at 10 µM; IC50 in µM for titrated hits;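 active = spots per cell inhibited over 60%, with over 100 cells counted and total cytoplasm intensity under 500,000; inconclusive = wells with under 100 cells, flagged as likely toxic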;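 also: U2OS cells stably carrying GPR55 and arrestin-GFP stimulated by 5 µM LPI near EC80; imaged beta-arrestin-GFP aggregate spots per cell after agonist stimulation; plate controls were LPI-stimulated DMSO wells for no effect and DMSO wells without LPI for full effect; some results filed as inactive read as strong as hits; confirmed hits need IC50 under 10 µM and bright autofluorescent wells are also inconclusive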
Myeloid diff 2: compounds promoting myeloid differentiation | 360,000 tested, 1% active | AID 624256 | ER-HoxA9 myeloid progenitors, lysozyme-GFP differentiation, flow cytometry | calls only at 10 µM;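 active = normalized GFP-positive differentiation at or above the plate's own cutoff, the solvent-only control mean plus 3 SD; inconclusive = no clear call, values can overlap the other calls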;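 also: cells exposed to compound for four days before flow analysis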
MgcRacGAP inhibition: MgcRacGAP GTPase-activating activity inhibitors, confirmation, biochemical, ADP Hunter fluorescence. 340,000 tested, 0.6% active. inhibition, % at 30 µM, or IC50 in µM where a hit was titrated. MgcRacGAP-stimulated Rac1 GTP hydrolysis, ADP Hunter fluorescence; higher % means a stronger effect; GST-tagged Rac1 F28L mutant substrate;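 active = first-screen hits whose inhibition reached a set limit at any dose in the follow-up dose series; inconclusive = inhibition above the set first-screen limit but never retested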;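 also: fluorescence reports GDP produced by GAP-driven GTP hydrolysis; strong numbers were not always called active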
LYP phosphatase: PTPN22 lymphoid phosphatase activity blockers – biochemical, fluorescence intensity, uHTS (AID 1779); 290,000 tested, 0.054% active; recombinant LYP phosphatase, fluorescence intensity; higher % means a stronger effect; inhibition, % at 11.5 µM, or IC50 in µM where a hit was titrated; in the data active = inhibition above about 50%;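 also: plate controls were vehicle with enzyme for no effect and no enzyme for full effect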
NTR1 ag cell count 20 µM: further read-out of NTR1 ag, marked with its call; cell count; measured here: cell count, cytotoxicity flag
Myeloid diff 2 GFP+ MAC1+ %: second read-out of Myeloid diff 2, no call of its own (marks repeat the call); GFP+ MAC1+ double positive, %; measured here: differentiation confirmed by MAC1 staining
Numbers without * were called inactive; i = inactive; ? = inconclusive; / = no result given.

SMILES	HIV peptide binding	GPR35 arrestin U2OS	SIAH1 antagonists	PhoP inhibition	NTR1 ag	NTR1 ag cell count 20 µM	GPR55 LPI antagonism	Myeloid diff 2	Myeloid diff 2 GFP+ MAC1+ %	MgcRacGAP inhibition	LYP phosphatase
CCCCn1c(N)c(N(CC(C)C)C(=O)c2cccc(S(=O)(=O)N3CCN(C)CC3)c2)c(=O)[nH]c1=O	/	/	/	5%	-0.7	54	/	i	0.3	-4%	/
COc1ccc(NC(=O)CCS(=O)(=O)c2cc3c(cc2C)NC(=O)CO3)cc1	-1.3%	-8%	-1%	/	1.0	94	7%	i	2.8	8%	-12%
CCOC(=O)Cc1csc(NC(=O)CSc2nnc(C(C)C)n2C)n1	3.3%	9%	-3%	-5%	1.2	51	4%	i	0.2	6%	-4%
CCSC1=N/C(=C\c2ccc3c(c2)OCO3)C(=O)S1	9.4%	7%	2%	-22%	-0.1	91	19%	i	0.6	4%	0%
COc1ccc(CNC(=O)CN(C)S(=O)(=O)c2ccccc2)cc1	-1.8%	7%	0%	1%	-0.1	38	10%	i	0.4	8%	1%
N/C(Cc1ccc([N+](=O)[O-])cc1)=N\OC(=O)Cc1ccc(Cl)cc1	-0.1%	8%	-6%	-5%	-0.1	45	8%	i	0.2	3%	-8%
O=C(Oc1c(Cl)cc(Cl)c2cccnc12)c1ccco1	2.4%	9%	-4%	46µM*	5.9	60	17%	/	/	0%	-6%
Cc1cc(NCCCN2CCOCC2)n2c(nc3ccccc32)c1C#N	-3.1%	-14%	1%	-2%	-3.2	17	-12%	i	0.5	16%	-11%
CCC1CCCCN1S(=O)(=O)c1ccc(S(=O)(=O)N(Cc2cccs2)C2CC2)cc1 (centres undefined)	-0.4%	-4%	1%	-13%	0.2	48	-2%	i	2.1	5%	-6%
Cc1ccc(S(=O)(=O)N2CCN(C(=O)c3c(-c4ccccc4)noc3C)CC2)cc1	0.3%	6%	-1%	-10%	-0.6	38	8%	i	4.3	7%	0%
CSC1=NNC(c2ccc(C(C)(C)C)cc2)=NN1	-1.7%	-1%	17%	-11%	1.7	50	7%	i	0.4	-2%	-3%
C/C(=N\NC(=O)c1nnn(-c2nonc2N)c1-c1cccs1)c1ccc(C)cc1	1.4%	-1%	7%	-1%	4.6	98	8%	i	0.3	11%	-10%
Cc1ccc(O)c(NC(=O)Cc2ccc3ccccc3c2)c1	0.1%	4%	0%	-6%	0.2	49	4%	i	1.3	7%	-7%
O=C(O)CC/C(=C\c1ccc(N2CCCC2)c([N+](=O)[O-])c1)c1nc2ccccc2s1	59%	-5%	3%	0%	4.0	37	16%	i	0.3	7%	-2%
O=C(NCC(=O)N(c1ccc(Cl)cc1)C(C(=O)NC1CCCC1)c1ccncc1)c1ccco1 (centres undefined)	0.7%	-3%	-2%	2%	-0.4	28	-2%	i	0.4	2%	-6%
COc1ccc(S(=O)(=O)NNC(N)=S)cc1	-1.7%	-16%	4%	7%	-1.9	83	8%	i	0.1	8%	4%
Cc1c(N/N=C(\C#N)C(=O)c2ccccc2)c(=O)n(-c2ccccc2)n1C	6.0%	-5%	-8%	24%	/	/	-4%	i	1.2	10%	3%
COc1ccc2c(c1)CCc1cnc(N)nc1-2	-1.6%	5%	-6%	5%	0.0	58	13%	i	0.3	8%	-19%
COC(=O)N/N=C/c1c(C)cc(C)cc1C	2.8%	10%	28%	19%	2.1	42	3%	i	0.3	6%	1%
CC(/C=C/c1ccc2c(c1)OCO2)=N/NC(=O)c1cccnc1	-0.5%	-4%	-2%	-5%	-0.7	95	-2%	i	0.0	18%	2%
Cn1c2ccc(F)cc2c2nc3ccccc3nc21	15%	2%	13%	-2%	1.0	56	2%	i	0.4	3%	-9%
NN/C(=C\[N+](=O)[O-])Nc1ccc(Cl)cc1	11%	0%	1%	-13%	0.3	91	2%	i	0.3	12%	0%
O=C(/C=C/c1ccc2c(c1)OCO2)c1ccc(F)cc1	1.1%	8%	-2%	1%	2.7	93	1%	i	0.3	13%	9%
O=[N+]([O-])c1cccc(-c2cn3ccccc3n2)c1	-0.4%	3%	2%	-1%	-0.4	42	6%	i	0.2	11%	-4%
Cc1[nH]c2ccccc2c1/C=N/NC(=O)CCC(=O)NCc1ccccc1	1.2%	2%	9%	-4%	-1.2	32	-9%	i	0.4	13%	-3%

Next part.
SMILES	HIV peptide binding	GPR35 arrestin U2OS	SIAH1 antagonists	PhoP inhibition	NTR1 ag	NTR1 ag cell count 20 µM	GPR55 LPI antagonism	Myeloid diff 2	Myeloid diff 2 GFP+ MAC1+ %	MgcRacGAP inhibition	LYP phosphatase
COc1ccc2c(c1)cc(C(=O)N[C@H](C(=O)N1CCC(C(=O)O)CC1)C(C)C)n2C	-1.9%	20%	-4%	4%	-0.1	68	-2%	i	0.5	11%	-7%
O=C(c1cc2ccccc2o1)N1CCN(c2cccc(C(F)(F)F)c2)CC1	1.7%	3%	2%	-4%	-0.3	57	-12%	i	0.4	6%	-8%
Cc1cc(=O)oc2cc(OC(=O)c3nn(C(C)C)c(=O)c4ccccc34)ccc12	0.5%	-1%	6%	-14%	6.9	47	-11%	i	0.8	10%	-29%
CCN(CC)c1nc(N)c([N+](=O)[O-])c(NCCO)n1	1.8%	-32%	-4%	12%	5.6	50	-13%	i	0.2	-1%	-3%
CC(C)(C)c1ccc(C(=O)CC(Sc2ccc(Cl)cc2)C(=O)O)cc1 (centres undefined)	21%	-3%	2%	2%	14	40	7%	i	0.5	17%	-1%
CC(=O)c1c(OC(=O)c2ccc(C)cc2)c2ccccc2n1C	-1.4%	17%	-3%	20%	-0.4	35	-3%	/	/	12%	8%
O=C(CSc1nnc(-c2ccccc2)n1-c1ccccc1)NCc1ccco1	-1.8%	-1%	-4%	-11%	-0.2	74	4%	i	0.8	5%	-11%
CCS(=O)(=O)Nc1ccc(C2=NN(S(=O)(=O)CC)C(c3cccs3)C2)cc1 (centres undefined)	1.7%	6%	8%	0%	0.7	73	10%	i	0.8	1%	-6%
Cc1cc(C)c2c(n1)SCC(=O)N2CC(=O)Nc1ccc(Br)c(C)c1	6.3%	4%	5%	-8%	0.5	53	11%	i	4.7	6%	-6%
Cn1cc(S(=O)(=O)NCc2ccc3c(c2)OCO3)c(C(F)(F)F)n1	-0.1%	-16%	4%	2%	0.9	51	8%	/	/	7%	-5%
COc1ccccc1C1CC(c2ccco2)=NN1S(C)(=O)=O (centres undefined)	0.0%	9%	7%	-10%	2.5	68	15%	i	1.8	12%	-6%
OCCC1CN(Cc2cccn2-c2cccnc2)CCN1Cc1ccc(F)cc1 (centres undefined)	0.9%	-6%	-2%	1%	-0.4	107	7%	i	0.0	5%	-11%
Cc1ccc(-c2c[nH]c(=S)n2-c2ccccc2F)cc1	-1.6%	-12%	2%	-6%	0.4	41	26%	i	0.8	14%	0%
CCOc1ccc(CCN2C(=O)CCC2(C)C(=O)NC(C)CC)cc1OCC (centres undefined)	3.0%	8%	4%	7%	-1.4	55	2%	i	0.7	-3%	-7%
O=C1CN(C(=O)COc2ccccc2)c2ccccc2N1	-2.0%	-7%	0%	-3%	1.7	48	-16%	i	0.7	1%	-10%
CC1Cc2ccccc2N1C(=O)CSc1nnc(CSc2ncccn2)n1C (centres undefined)	-0.6%	2%	4%	16%	-0.4	66	7%	i	7.6	12%	2%
CCN1CCN(C(=O)Cn2nc(-c3ccc(Cl)cc3)ccc2=O)CC1	0.4%	-1%	13%	7%	0.5	59	22%	i	1.3	10%	-10%
Cc1ccc2c(CC(=O)Nc3ccc(N4CCN(C)CC4)cc3C)coc2c1	0.6%	0%	-3%	-11%	0.9	74	5%	i	0.4	10%	1%
COc1ccc(NC(=O)c2oc3ccccc3c2C)c(OC)c1	-1.2%	4%	0%	7%	5.8	86	0%	i	2.6	-9%	2%
COc1ccc(CC2(CO)CCN(S(=O)(=O)c3c(C)nn(C)c3Cl)CC2)cc1	0.2%	-16%	2%	10%	-0.8	30	-14%	i	0.5	-4%	-7%
Cc1ccc(OCC(O)Cn2c3ccccc3c3ccccc32)cc1 (centres undefined)	-3.4%	2%	10%	3%	19	60	6%	i	6.0	4%	0%
CN1c2ccsc2C(O)=C(C(=S)Nc2ccc(F)c(Cl)c2)S1(=O)=O	-2.0%	24%	-4%	23%	4.9	86	-7%	i	1.3	18%	-3%
CCOC(=O)c1c(CSc2ccccc2)n(C)c2cc(Br)c(O)c(CN(C)C)c12	-4.2%	10%	3%	-2%	12	63	23%	i	0.3	20%	4%
COc1ccc2ccccc2c1/C=N/NC(=O)c1cc(C)[nH]n1	-1.3%	14%	1%	0%	0.5	57	-11%	i	0.7	2%	-4%
CN(C)CC1CCCCC1OC(=O)c1ccc(Cl)cc1 (centres undefined)	4.0%	2%	-4%	15%	1.6	58	6%	i	1.2	13%	-1%

(listing goes on)
SMILES	HIV peptide binding	GPR35 arrestin U2OS	SIAH1 antagonists	PhoP inhibition	NTR1 ag	NTR1 ag cell count 20 µM	GPR55 LPI antagonism	Myeloid diff 2	Myeloid diff 2 GFP+ MAC1+ %	MgcRacGAP inhibition	LYP phosphatase
O=C(NCc1ccc(F)cc1)C1CCCN1C(=O)Nc1ccc(Cl)cc1 (centres undefined)	-0.5%	4%	2%	-4%	0.1	111	-6%	i	0.7	3%	-7%
COc1ccccc1CN(C(=O)Cc1cccs1)C(C(=O)NC1CCCC1)c1ccncc1 (centres undefined)	-1.7%	9%	-3%	-10%	0.8	62	5%	i	16	-1%	-9%
COc1ccc(OC)c(S(=O)(=O)NNC(=S)Nc2ccc3c(c2)OCO3)c1	-1.3%	-10%	2%	-8%	0.4	71	6%	i	1.0	6%	-9%
COc1cccc(/C=N/NC(=O)CCC(=O)Nc2ccc(Br)cc2)c1	-0.6%	0%	-1%	-2%	-1.6	53	0%	i	0.4	10%	-8%
O=C1c2cccc3cc([N+](=O)[O-])cc(c23)C(=O)N1CCN1CCCC1	2.4%	0%	6%	9%	2.2	90	2%	?	/	16%	-3%
Cc1cc(C)c2c(N)c(C(=O)Nc3c(C)n(C)n(-c4ccccc4)c3=O)sc2n1	2.3%	4%	1%	-3%	0.0	55	12%	i	1.4	6%	-5%
CCn1c(-c2cc(-c3ccc(C)cc3)nc3ccccc23)n[nH]c1=S	1.2%	-4%	-2%	4%	2.1	38	-1%	i	0.3	-2%	0%

Source: PubChem
